# Compound activity deposited in PubChem BioAssay by National Center for Advancing Translational Sciences (NCATS).
# HT1080NT lethal: kills 2HG-producing HT-1080-NT fibrosarcoma cells. HT-1080-NT fibrosarcoma viability, CellTiter-Glo ATP luminescence, 48 h. Potency, µM (highest dose often 46.1 µM), for the others: at the highest dose activity, negative = less viability, actives largely listed as cytotoxic. 360,000 tested, 1.6% active. AID 686970;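 note: NT is the 2HG producing partner of a matched IDH1 knockdown line; potency is the fitted concentration of half-maximal effect; 0% = DMSO-treated cells and -100% = media-only wells without cells; nearly all actives have a fitted effect of over 55% in size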
#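 Fibrosarcoma NT cells, 750 per well in 5% FBS RPMI, were exposed to compound for 48 hours. Viability: CellTiter-Glo luminescence.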
# SW480 rerep: DNA re-replication induction in SW480 cells. SW480 DNA re-replication, Hoechst DNA content imaging, 48 h. AID 624297. 340,000 tested, 1.8% active. Potency, µM (doses to about 46.1 µM), without a hit: at the highest dose re-replication activation, most hits filed as activators; note: potency is the fitted concentration of half-maximal effect; % of control where 0% means no effect; nearly all actives have a fitted effect of over 55% in size
#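 DNA re-replication was detected as more nuclei of elevated Hoechst intensity after 48 hr exposure to compound (23 nL pinned per well of 250 cells).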
# GLP-1R agonist: activates the human GLP-1 receptor; Potency, µM (series often up to 45.6 µM), without a hit: at the highest dose activation, usual class: activators; 380,000 tested, 0.007% active; HEK293 GLP-1R CRE-luciferase, luminescence, 4-6 h; cells express a hypersensitive GLP-1R form; AID 624172; note: potency is the fitted concentration of half-maximal effect; % of control where 0% means no effect
# Target sequence (P43220 whole entry, looked up): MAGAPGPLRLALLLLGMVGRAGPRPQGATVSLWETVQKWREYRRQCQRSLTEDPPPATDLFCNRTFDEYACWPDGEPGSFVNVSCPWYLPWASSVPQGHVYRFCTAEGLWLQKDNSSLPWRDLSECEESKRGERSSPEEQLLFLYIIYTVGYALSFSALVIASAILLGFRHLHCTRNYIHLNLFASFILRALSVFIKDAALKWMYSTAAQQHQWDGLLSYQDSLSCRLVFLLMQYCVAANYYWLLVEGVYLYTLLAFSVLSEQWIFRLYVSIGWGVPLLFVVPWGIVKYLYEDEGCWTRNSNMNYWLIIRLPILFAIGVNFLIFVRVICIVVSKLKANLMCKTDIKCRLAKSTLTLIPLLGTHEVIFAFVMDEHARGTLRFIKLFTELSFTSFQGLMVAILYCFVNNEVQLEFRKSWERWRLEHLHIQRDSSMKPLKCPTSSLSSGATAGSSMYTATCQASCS
# KB-3-1 cytotox: kills parental KB-3-1 adenocarcinoma cells | KB-3-1 viability, CellTiter-Glo ATP luminescence, 72 h | Potency, µM (doses to about 46.1 µM), inactives show top-dose activity change, negative = cytotoxic, hits mostly cytotoxic | 400,000 tested, 1.4% active | AID 1347075; note: potency is the fitted concentration of half-maximal effect; % is set by controls: 0 for no effect and ±100 for the full control effect; nearly all actives have a fitted effect of over 60% in size
#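 Screening of KB-3-1 cells (DMEM, 10% FBS, phenol-red free) ran from lowest to highest compound concentration; after 72 h at 37 °C viability was read luminescently and curves fitted.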
# HT1080 IDH1KD tx: kills HT-1080 cells with IDH1 knockdown; Potency, µM (top dose mostly 46.1 µM), for the others: top-dose activity, negative = toxicity, actives largely listed as cytotoxic; AID 686971; HT-1080 IDH1 knockdown viability, ATP luminescence, 48 h; 360,000 tested, 2% active;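 note: potency is the fitted concentration of half-maximal effect; 0% = DMSO wells and -100% = cell-free medium wells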
#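 Viability of IDH1-knockdown HT-1080 fibrosarcoma cells was assessed by CellTiter-Glo after 48 h at 37 °C with titrated compound; concentration-effect curves were classified by fit quality and response size.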
# D3 antag: blocks the human D3 dopamine receptor | P35462 | D3R cells, DiscoveRx beta-arrestin luminescence, antagonist mode; active compounds read low | max response, negative = inhibition, % | 360,000 tested, 2.5% active; in the data active = max response below about -50%; inconclusive = no clear call, values can overlap the other calls; note: % is set by controls: 0 for no effect and ±100 for the full control effect; mostly tested at two doses, the higher about 12 µM
# Target sequence (P35462 whole entry, looked up): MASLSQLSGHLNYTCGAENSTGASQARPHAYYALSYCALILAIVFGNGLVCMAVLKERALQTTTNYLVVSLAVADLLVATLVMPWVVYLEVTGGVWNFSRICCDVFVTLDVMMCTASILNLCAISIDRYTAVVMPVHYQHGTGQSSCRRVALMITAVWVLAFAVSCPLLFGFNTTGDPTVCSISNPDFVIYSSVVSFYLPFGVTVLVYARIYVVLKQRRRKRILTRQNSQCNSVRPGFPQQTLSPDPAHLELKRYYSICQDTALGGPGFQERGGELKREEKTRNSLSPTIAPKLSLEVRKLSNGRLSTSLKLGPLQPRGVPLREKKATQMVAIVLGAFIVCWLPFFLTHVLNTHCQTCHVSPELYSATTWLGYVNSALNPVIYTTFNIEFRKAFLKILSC
#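 Cells plated overnight at 1500 cells/well, then exposed to library compounds with dopamine controls for 90 minutes at 37 degrees C. DiscoveRx reagent added for 30–60 minutes at room temperature; luminescence read, quantitative HTS format.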
# KB-V1 MDR tox: KB-V1 MDR subline cytotoxicity. 400,000 tested, 3.4% active. KB-V1 MDR cells viability, CellTiter-Glo, 72 h. AID 1347076. Potency, µM (top dose mostly 46.1 µM), for inactives: at the highest dose activity change, negative = cytotoxicity, most hits filed as cytotoxic; note: potency is the fitted concentration of half-maximal effect; % is set by controls: 0 for no effect and ±100 for the full control effect; nearly all actives have a fitted effect of over 60% in size
#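 KB-V1 MDR subline cells in DMEM (phenol-red free, 10% FBS) exposed to compounds in qHTS concentration series for 72 h at 37 degrees C. Viability read by CellTiter-Glo luminescence; concentration-effect curves fitted after normalization and correction.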
# DRD3 agonist: agonists of human D3 dopamine receptor. max activation, %. D3R DiscoveRx beta-arrestin cells, luminescence, 90 min. 410,000 tested, 0.58% active. P35462; in the data active = max activation above about 30%; note: 0% is about no effect; mostly tested at two doses, the higher about 12 µM
#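 Agonist mode: compounds and dopamine controls were applied to plated cells for 90 min at 37 degrees C after an overnight attachment at 1500 cells/well. Luminescent read-out followed 30 - 60 minutes at room temperature with DiscoveRx detection reagent.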
# IL1B secr inh: inhibitors of inflammasome signaling (IL-1 beta secretion) | THP-1 LPS/ATP IL-1B secretion, AlphaLISA, 16 h; active compounds read low | 360,000 tested, 4.7% active | AID 743279 | activity change, % at 57.5 µM; in the data active = activity change below about -50%; inconclusive = mostly about -30% to -49%; note: % is set by controls: 0 for no effect and ±100 for the full control effect
#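 Secreted IL-1B measured by AlphaLISA bead assay after 16 h compound exposure of THP-1 cells; compounds (final up to 57.5 uM) added 1 h before LPS (250 ng/mL) and ATP (1.25 mM) stimulation; lower signal means less secretion.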
# Active calls of the source: *; u = inconclusive; x = not tested or not shown; [ ] = dose if it differs, or a comment. Unless noted, calls come from the whole dose curve; as a rule, active = well fitted curve in the direction sought with a large enough effect; inconclusive = small, poorly fitted or top-dose-only effect, or another doubt; inactive = no such curve, though single readings can be large; an effect the other way counts as inactive or inconclusive.
SMILES,HT1080NT lethal,SW480 rerep,GLP-1R agonist,KB-3-1 cytotox,HT1080 IDH1KD tx,D3 antag,KB-V1 MDR tox,DRD3 agonist,IL1B secr inh
CC1CCN(C(=O)CN2C(=O)NC(C)(c3ccc4ccccc4c3)C2=O)CC1 (stereo not drawn),3.9%,-0.3%,-0.2%,6.8%,-0.9%,-4.7,-8.2%,-11.7,4.4
Cn1c(=O)c(-c2ccccc2N)nc2ccccc21,-23.4%,u,13.1%,-11.4%,-25.2%,-15.2,1.7%,-6.0,23.7
O=C(O)c1ccccc1NS(=O)(=O)c1ccc2c(c1)OCCO2,16.8%,-1.4%,3.4%,1.3%,3.0%,-15.6,-14.7%,-1.0,5.2
O=C(c1ccc(=O)n(Cc2ccccc2)n1)N1CCN(C/C=C/c2ccccc2)CC1,-3.1%,1.6%,0.1%,u,-15.3%,-2.8,-3.5%,-3.3,19.4
Cc1ccc(Sc2ncccc2C(=O)NCC(c2ccc(F)cc2)N2CCOCC2)c(C)c1 (stereo not drawn),-0.4%,-30.6%[inhibitor],5.0%,-12.4%,-14.2%,3.5,u,0.6,-5.3
Cc1ccc(-c2nc(CS(=O)(=O)CC(=O)NCCCN(Cc3ccccc3)C(C)C)c(C)o2)cc1,-14.6%,-4.2%,2.2%,-3.4%,-26.8%,3.4,-16.6%,2.1,-3.9
O=C(O)CN1C(=O)/C(=C\c2ccccc2OCc2ccc(F)cc2)SC1=S,-3.3%,-8.4%,-2.4%,0.7%,-3.4%,2.6,-7.0%,-5.9,12.3
Cc1ccc(C)c(N2CCN(C(=O)CCNC(=O)Cn3ccc4ccccc4c3=O)CC2)c1,6.8%,-5.2%,-10.2%,-12.3%,0.2%,-24.5,6.51µM*,-3.0,-1.1
Cc1ccc(S(=O)(=O)N2[C@@H](c3ccc(C(C)(C)C)cc3)C(C(=O)O)=CC[C@H]2c2ccc(C(C)C)cc2)cc1,u,u,-3.4%,0.0%,u,38.5,0.0%,12.5,-6.9
COc1ccc(C(=O)O)cc1S(=O)(=O)Nc1ccccc1Cc1ccccc1,-2.6%,2.3%,-2.2%,4.6%,11.2%,3.8,3.3%,2.6,35.1
CCN(CC(=O)NCc1ccc(F)cc1)C(=O)/C=C/c1ccc(OC)cc1,6.8%,21.3%,13.8%,1.8%,-11.3%,1.0,-20.3%,-4.4,-16.1
Cc1cccc(C(=O)Nc2ccc(C(=O)c3ccncc3)cc2)c1,4.7%,x,-0.8%,u,4.2%,9.8,-4.3%,3.1,17.3
O=C(CSc1nnc(Nc2ccccc2F)s1)NC1CC1,-5.2%,-9.8%,-1.4%,-0.1%,-3.0%,4.9,0.0%,8.5,0.0
CCOC(=O)c1ccc(N2C(=O)CC(N(Cc3ccc4c(c3)OCO4)C(=O)Nc3ccccc3)C2=O)cc1 (stereo not drawn),-6.5%,0.1%,1.2%,7.8%,-0.4%,10.3,-11.4%,5.7,-0.3
c1coc(-c2nc3nc4ccccc4nc3n2-c2ccc3c(c2)OCCO3)c1,10.5%,-3.9%,5.6%,7.9%,-0.8%,13.5,10.1%,3.6,-6.9
CNc1oc(-c2ccc(C)cc2)nc1P(=O)(c1ccccc1)c1ccccc1,u,6.3%,6.5%,-12.1%,u,u,0.0%,4.0,-4.8
COC(=O)C1=NN(c2ccc(C)cc2)C2(S1)SC(C(C)=O)=C(C)N2c1ccccc1 (stereo not drawn),5.2%,-9.3%,-6.3%,u,0.9%,-12.7,u,2.0,1.8
NS(=O)(=O)c1ccc(NC(=S)NC2CCCCCC2)cc1,-2.4%,1.4%,0.6%,0.0%,0.3%,-3.2,u,-7.8,-13.0
Cc1ccccc1NC(=O)COc1ccc(Br)cc1C,-9.7%,-3.8%,15.6%,u,13.1%,2.4,u,15.4,-13.1
CN(Cc1ccccc1)S(=O)(=O)c1ccc(OCC(=O)Nc2cccc([N+](=O)[O-])c2)cc1,-6.5%,-1.6%,19.8%,-2.9%,-4.2%,-6.5,u,-0.6,-0.5

# An excerpt from above in order of length of the SMILES, highest first.
SMILES,HT1080NT lethal,SW480 rerep,GLP-1R agonist,KB-3-1 cytotox,HT1080 IDH1KD tx,D3 antag,KB-V1 MDR tox,DRD3 agonist,IL1B secr inh
CN(Cc1ccccc1)S(=O)(=O)c1ccc(OCC(=O)Nc2cccc([N+](=O)[O-])c2)cc1,-6.5%,-1.6%,19.8%,-2.9%,-4.2%,-6.5,u,-0.6,-0.5
c1coc(-c2nc3nc4ccccc4nc3n2-c2ccc3c(c2)OCCO3)c1,10.5%,-3.9%,5.6%,7.9%,-0.8%,13.5,10.1%,3.6,-6.9
Cc1cccc(C(=O)Nc2ccc(C(=O)c3ccncc3)cc2)c1,4.7%,x,-0.8%,u,4.2%,9.8,-4.3%,3.1,17.3

# Back to the main list with the four entries that preceded the break.
SMILES,HT1080NT lethal,SW480 rerep,GLP-1R agonist,KB-3-1 cytotox,HT1080 IDH1KD tx,D3 antag,KB-V1 MDR tox,DRD3 agonist,IL1B secr inh
COC(=O)C1=NN(c2ccc(C)cc2)C2(S1)SC(C(C)=O)=C(C)N2c1ccccc1 (stereo not drawn),5.2%,-9.3%,-6.3%,u,0.9%,-12.7,u,2.0,1.8
NS(=O)(=O)c1ccc(NC(=S)NC2CCCCCC2)cc1,-2.4%,1.4%,0.6%,0.0%,0.3%,-3.2,u,-7.8,-13.0
Cc1ccccc1NC(=O)COc1ccc(Br)cc1C,-9.7%,-3.8%,15.6%,u,13.1%,2.4,u,15.4,-13.1
CN(Cc1ccccc1)S(=O)(=O)c1ccc(OCC(=O)Nc2cccc([N+](=O)[O-])c2)cc1,-6.5%,-1.6%,19.8%,-2.9%,-4.2%,-6.5,u,-0.6,-0.5
Cc1cc(NC(C)c2ccccc2)n2ncc(-c3ccccc3)c2n1 (stereo not drawn),-11.1%,13.4%,6.7%,u,-17.7%,37.9,0.0%,11.9,0.0
Nc1ccccc1SCC1CSc2nc3ccccc3c(=O)n21 (stereo not drawn),9.6%,-4.1%,1.2%,1.1%,1.4%,10.2,8.5%,5.0,14.9
Cc1cccc(CNC(=O)c2ccc3nc(Cc4ccccc4F)oc3c2)n1,2.7%,10.3%,7.5%,x,2.6%,-14.9,x,-4.4,-11.7
CC(=O)N1CCN(Cc2nc3cc(NC(=O)COc4ccccc4)ccc3n2C)CC1,19.3%,-4.2%,3.8%,-2.6%,11.8%,8.9,-6.5%,3.7,26.5
COc1ccc(OC)c(S(=O)(=O)N2CCC(C(=O)Nc3cccc(C(F)(F)F)c3)CC2)c1,-25.3%,-4.9%,-12.7%,-12.3%,-28.2%,69.4,u,7.6,-8.2
Cc1cccc(C)c1NC(=O)CNC(=O)c1ccc(N2CCOCC2)c([N+](=O)[O-])c1,0.0%,x,2.2%,0.1%,0.3%,0.0,9.6%,-4.8,-0.2
O=C1C2(c3ccccc3)CN(CCO)CC1(c1ccccc1)CN(CCO)C2,8.2%,-0.4%,-5.3%,7.1%,13.8%,55.7,-5.7%,2.1,7.2
O=c1cc(Cl)c(-c2ccccc2)nn1Cc1ccc(Cl)cc1,-4.8%,21.3%,u,7.9%,-13.7%,-1.0,0.0%,-0.9,-27.4
COc1ccc(Nc2oc(-c3ccccc3F)nc2C#N)cc1,-18.7%,-0.2%,12.7%,2.8%,-22.3%,-10.2,2.6%,2.1,-18.9
CCCc1nnc(SCC(=O)Nc2ccccc2Cl)n1CC1CCCO1 (stereo not drawn),4.2%,-4.2%,9.3%,-7.2%,5.6%,-5.8,-9.0%,2.1,-0.5
O=C(CNC(=O)C1CCCCC1)Nc1ccccc1Cl,4.6%,0.1%,-1.2%,-1.1%,0.2%,3.6,0.8%,-12.5,1.3
Cn1c(SCc2ccc([N+](=O)[O-])cc2)nnc1-c1ccncc1,0.1%,-12.6%,-4.7%,2.1%,-13.8%,3.3,-3.5%,0.7,-16.1
NC(=O)C1CCN(Cc2cccc(OCc3ccccc3)c2)CC1,-16.6%,-3.3%,1.3%,29.0%,-3.9%,-22.0,-9.6%,-8.7,-5.2
Cc1ccc(N(CC(=O)N2CCc3ccccc32)S(=O)(=O)c2cccs2)cc1,-2.6%,1.2%,0.4%,2.7%,-0.2%,-11.1,u,-0.8,-13.9
Cc1n[nH]c(=O)c2c(NC(=O)CSc3nnc(-c4ccncc4)n3C)oc(C)c12,7.3%,-3.4%,-2.5%,0.0%,0.6%,6.5,5.0%,3.9,-9.4
O=C(CSc1nccn1Cc1ccccc1)NCc1ccccc1Cl,x,x,0.5%,18.3%,x,x,-7.9%,-13.8,x
COc1ccc(NC(=O)c2ccc3snnc3c2)cc1OC,x,x,6.6%,9.2%,x,x,8.5%,5.2,x
Cc1ccc(CN2CCN(Cc3cnc(N4CCOCC4)s3)CC2CCO)o1 (stereo not drawn),9.0%,-16.2%,1.3%,10.7%,6.3%,3.9,-7.3%,-2.8,11.9
CCCc1cc(C(=O)NNC(=S)NCc2ccccc2)cs1,1.4%[9.24 µM],-1.8%,-8.4%,-24.6%,-21.8%,6.8,-19.3%,-26.2,38.4
O=C1CCCCCC(=O)[C@H](O)C[C@H](c2ccccc2)O1,9.0%,x,-0.1%,22.1%,8.7%,0.0,u,-0.7,46.7
S=C(Nc1cccc(Cl)c1Cl)Nn1cnnc1,-0.2%,-29.6%,-11.5%,-8.9%,2.6%,-9.1,-1.6%,1.1,6.6
COc1ccc(-n2c(SCC(=O)N(C)C3CCS(=O)(=O)C3)nc3ccc(O)cc3c2=O)cc1OC (stereo not drawn),0.9%,-3.9%,8.0%,11.7%,10.9%,2.1,22.6%,7.6,-2.0
COc1ccc(Nc2nc(N)nc(CCl)n2)cc1,1.46µM*,3.26µM*,30.9%,u,23.1µM*,52.5,u,-1.6,-59.8*
COc1c(Cl)cc(Cl)cc1C(=O)Nc1ccc(CN2CCOCC2)cc1,-0.2%,3.1%,2.2%,3.0%,2.5%,6.1,-13.0%,-6.4,-58.2*
